PAFAH1B2 FP inh: PAFAH1B2 enzyme inhibitors, primary screen, biochemical, fluorescence polarization, human; Platelet-activating factor acetylhydrolase IB subunit alpha2 (Homo sapiens), P68402; recombinant PAFAH1B2, FP-rhodamine activity probe; inhibition, % at 3.39 µM; hit rate 1.2% among 340,000; AID 492953, 2010;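 active = inhibition above the mean of all tested compounds plus 3 SD, cut at about 24% in these data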;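 also: 0% = enzyme with DMSO and 100% = wells lacking PAFAH1B2; many of its hits are not listed in these tables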
PAFAH1B3 FP inh: PAFAH1B3 enzyme inhibitors, primary screen, biochemical, fluorescence polarization, human; recombinant PAFAH1B3, FP-rhodamine probe; AID 492972, 2010; Platelet-activating factor acetylhydrolase IB subunit alpha1 (Homo sapiens), Q15102; hit rate 0.28% among 340,000; inhibition, % at 3.39 µM;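 active = inhibition above the screen-wide average of all tested compounds plus 3 SD, cut at about 25% in these data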;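 also: 0% = enzyme with DMSO only and 100% = wells lacking PAFAH1B3 protein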
Target sequence (Q15102 whole entry, looked up): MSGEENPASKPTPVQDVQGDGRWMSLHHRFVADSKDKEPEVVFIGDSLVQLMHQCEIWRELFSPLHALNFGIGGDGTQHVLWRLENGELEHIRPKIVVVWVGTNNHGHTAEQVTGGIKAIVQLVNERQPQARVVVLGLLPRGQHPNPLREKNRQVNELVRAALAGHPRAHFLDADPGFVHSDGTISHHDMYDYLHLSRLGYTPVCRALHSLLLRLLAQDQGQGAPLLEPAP
PME-1 inh: PME-1 inhibitors via competitive probe labeling, primary screen, biochemical, fluorescence polarization, FP-Rh probe, HTS | Protein phosphatase methylesterase 1 (Homo sapiens), Q9Y570 | recombinant PME-1 | inhibition, % at 5.9 µM | hit rate 0.53% among 320,000 | AID 2130, 2009;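 active = inhibition above the campaign mean of all compounds plus 3 SD, cut at about 26% in these data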;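 also: competitive labeling of PME-1 active site by serine hydrolase directed probe; 0% = PME-1 with DMSO and 100% = wells lacking PME-1 enzyme; inhibitors block probe labeling so polarization falls and inhibition rises; many of its hits are not listed in these tables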
GSTO1 inh: inhibitors of recombinant GSTO1, primary screen, counter-screen for RBBP9 inhibitor project, biochemical, fluorescence polarization; Glutathione S-transferase omega-1 (Homo sapiens), P78417; activity-based probe fluorescence polarization; inhibition, % at 5.96 µM; hit rate 1.1% among 300,000;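 active = inhibition above the campaign mean inhibition plus 3 SD, cut at about 35% in these data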;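 also: 0% = GSTO1-1 with DMSO and 100% = wells lacking GSTO1-1 enzyme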
pPAFAH inh: pPAFAH enzyme inhibitors, primary screen, biochemical, fluorescence polarization, human | Platelet-activating factor acetylhydrolase (Homo sapiens), Q13093 | recombinant pPAFAH, FP-rhodamine probe fluorescence polarization | inhibition, % at 3.39 µM | hit rate 1.5% among 330,000 | AID 463082, 2010;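 active = inhibition above the mean inhibition across the screen plus 3 SD, cut at about 25% in these data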;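 also: inhibitors block binding of the rhodamine activity-based probe so polarization drops; 0% = enzyme with DMSO and 100% = wells lacking pPAFAH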
Target sequence (Q13093 whole entry, looked up): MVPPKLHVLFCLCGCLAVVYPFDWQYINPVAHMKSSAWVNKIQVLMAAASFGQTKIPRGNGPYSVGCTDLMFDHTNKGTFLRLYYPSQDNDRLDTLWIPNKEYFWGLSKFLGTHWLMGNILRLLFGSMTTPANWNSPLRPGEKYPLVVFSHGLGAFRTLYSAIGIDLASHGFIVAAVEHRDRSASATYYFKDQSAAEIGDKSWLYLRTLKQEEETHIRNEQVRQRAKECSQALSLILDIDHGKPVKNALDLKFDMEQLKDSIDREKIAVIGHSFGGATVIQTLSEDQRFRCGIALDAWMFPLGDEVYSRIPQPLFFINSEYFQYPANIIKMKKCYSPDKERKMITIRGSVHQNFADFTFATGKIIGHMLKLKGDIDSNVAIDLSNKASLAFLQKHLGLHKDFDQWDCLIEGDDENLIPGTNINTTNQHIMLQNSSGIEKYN
PAD4 inh: human PAD4 inhibitors, primary screen, biochemical, fluorescence polarization, 1536-well format. Protein-arginine deiminase type-4 (Homo sapiens), Q9UM07. recombinant PAD4, RCA probe fluorescence polarization. inhibition, % at 6.36 µM. hit rate 0.41% among 330,000. AID 485272, 2010;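 active = percent inhibition above a cutoff equal to the mean of all tested compounds plus 3 SD, cut at about 15% in these data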;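 also: 0% = PAD4 with RCA probe and DMSO and 100% = probe without PAD4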
PREPL inh: PREPL enzyme inhibitors, primary screen, biochemical, fluorescence polarization. recombinant PREPL, fluorescence polarization activity-based probe. Prolyl endopeptidase-like (Homo sapiens), Q4J6C6. AID 2751, 2010. inhibition, % at 5.96 µM. hit rate 0.68% among 320,000; in the data active = inhibition above about 43%;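 also: 0% = enzyme with DMSO and 100% = wells lacking enzyme; many of its hits are not listed in these tables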
LYPLA2 inh: LYPLA2 inhibitors, primary screen, counter-screen for PME1 inhibitor project, biochemical, fluorescence polarization, FP-Rh probe ABPP | Acyl-protein thioesterase 2 (Homo sapiens), O95372 | recombinant LYPLA2 | inhibition, % at 5.9 µM | hit rate 0.38% among 320,000;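 active = inhibition above the screen-wide mean plus 3 SD, limit set per campaign, cut at about 26% in these data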;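 also: 0% = LYPLA2 with DMSO and 100% = wells lacking LYPLA2 enzyme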
LYPLA1 inh: LYPLA1 inhibitors, primary screen, counter-screen for PME1 inhibitor project, biochemical, fluorescence polarization, FP-Rh probe ABPP | Acyl-protein thioesterase 1 (Homo sapiens), O75608 | recombinant LYPLA1 | inhibition, % at 5.9 µM | hit rate 0.16% among 320,000;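 active = inhibition above the mean of all tested compounds plus 3 SD, set per campaign, cut at about 14% in these data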;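 also: inhibitors block serine hydrolase probe labeling of LYPLA1 so polarization falls; 0% = enzyme with DMSO and 100% = wells lacking LYPLA1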
* = called active by the depositor; x = no result given. Some of the compounds tested; the hit share may differ from the screen's.

entry | canonical_smiles | PAFAH1B2 FP inh | PAFAH1B3 FP inh | PME-1 inh | GSTO1 inh | pPAFAH inh
1 | CN(Cc1nc2ccccc2c(=O)[nH]1)C(=O)c1ccc(S(=O)(=O)N2CCCC2)cc1 | 5 | 11 | 8 | x | 3
2 | O=C(CSc1nnc(SCc2ccc(Cl)cc2)s1)c1ccc2c(c1)OCO2 | 4 | 3 | 1 | 1 | -2
3 | Cc1ccccc1C(=O)NCCCNC(=O)c1ccccn1 | 8 | 3 | 1 | -5 | 1
4 | COc1ccc(O)c(/C=N/NC(=O)CSc2nnc(C)n2-c2ccccc2)c1 | 3 | 7 | 1 | -8 | -1
5 | COc1ccc2ccccc2c1/C=N/NC(=O)c1ccccc1F | 3 | 5 | -1 | 12 | 1
6 | C(=N\N(c1ccccc1)c1ccccc1)/c1ccccn1 | 2 | 4 | 5 | 7 | 4
7 | CCCN1C(=O)C(O)(c2c(C)[nH]c3ccccc23)c2ccccc21 (configuration not stated) | 7 | 9 | -2 | 0 | -1
8 | CCOc1cc(C2CC(=O)c3c(ccc4ccccc34)N2)ccc1O (configuration not stated) | 4 | 8 | -3 | 11 | 6
9 | NC(=O)c1nsc(C(=O)N(Cc2ccccc2F)C(C(=O)NCC2CCCO2)c2ccc(F)cc2)c1N (configuration not stated) | 3 | 2 | -3 | 8 | -2
10 | COc1ccc(-c2csc3ncnc(N4CCN(CCO)CC4)c23)cc1 | 4 | -2 | 0 | 4 | 6
11 | CNc1nc(C)cc(C)c1S(=O)(=O)c1ccc(C)cc1 | 0 | 2 | 10 | -5 | 3
12 | Cc1sc(N/N=C/c2cccs2)nc1-c1ccccc1 | 10 | 4 | 7 | 5 | 11
13 | O=C(CSc1ccc2nnc(CCNC(=O)c3ccccc3)n2n1)Nc1ccccc1 | 0 | 4 | -6 | 2 | 8
14 | CCOC(=O)C1=CN(Cc2ccco2)S(=O)(=O)NC1c1ccc(Br)cc1F (configuration not stated) | 4 | 2 | x | x | 12
15 | CC(Sc1nncn1C)C(=O)NCCC1=CCCCC1 (configuration not stated) | 8 | 10 | x | x | 3

entry | PAD4 inh | PREPL inh | LYPLA2 inh | LYPLA1 inh
1 | -2 | 4 | 0 | -1
2 | -1 | -14 | -8 | -6
3 | -1 | 0 | -6 | 1
4 | 3 | -5 | -1 | 1
5 | 0 | 1 | -1 | -2
6 | -2 | 2 | -3 | -1
7 | -3 | -11 | 4 | -2
8 | -2 | -3 | 4 | -1
9 | -1 | 3 | -2 | -1
10 | -1 | -16 | 1 | -2
11 | 0 | 6 | 3 | 1
12 | 1 | 5 | -4 | -7
13 | 5 | 5 | 3 | -1
14 | -4 | x | x | x
15 | 4 | 10 | x | x

The results go on.
entry | canonical_smiles | PAFAH1B2 FP inh | PAFAH1B3 FP inh | PME-1 inh | GSTO1 inh | pPAFAH inh
16 | COc1ccc(/C=N/N2CCN(C3c4ccccc4-c4ccccc43)CC2)cc1O | 6 | 3 | 13 | 5 | 8
17 | Cc1cc(OCC(=O)OCC(=O)NCc2ccco2)ccc1Cl | 4 | 3 | 2 | 4 | 11
18 | COc1ccc2[nH]c(=O)c(CN(Cc3ccccc3OC)Cc3nnnn3CC3CCCO3)cc2c1 (configuration not stated) | 6 | 4 | 2 | 9 | 9
19 | CCOc1ccc(OCC)c(NC(=O)CSc2nc3cccnc3n2C)c1 | -3 | 7 | -1 | 3 | 3
20 | Cc1ccc(NC(=O)c2sc(Cl)nc2-c2ccccc2)cc1C | 3 | -1 | -13 | 15 | -2
21 | COc1ccc(-c2nc(CN3CCN(Cc4ccccc4)CC3)c(C)o2)cc1 | 2 | 4 | 1 | 6 | 7
22 | Cc1noc(C)c1CN(C(=S)NC1CC1)c1ccccc1 | 0 | -6 | 0 | -2 | 0
23 | COc1ccccc1NC(=O)C(C)OC(=O)CCCOc1ccccc1 (configuration not stated) | 3 | 3 | -5 | -5 | 7
24 | Cc1ccc(C)c(-n2c(SCC(=O)Nc3nnc(C)s3)nnc2-c2ccoc2C)c1 | 8 | 6 | 4 | 1 | 0
25 | Cc1cccc(C)c1Nc1nnc(SC(C)C(=O)Nc2c(C)n(C)n(-c3ccccc3)c2=O)s1 (configuration not stated) | 3 | -2 | 2 | 9 | 4
26 | CCCOc1ccc(C(=O)NC(C)C(=O)O)cc1 (configuration not stated) | 3 | 14 | -7 | 8 | 4
27 | Cc1cc(NC(=O)CSc2nc(C3CC3)nc3sc(C)c(C)c23)no1 | -1 | 0 | 0 | 5 | -1
28 | O=C(COc1ccc(Br)cc1)Nc1ccccc1C(=O)NC1CC1 | 1 | 1 | -132 | -1 | 13
29 | Cc1ccc2nc(-c3ccc(O)c(O)c3)cn2c1 | 6 | 1 | -4 | 58* | 8

entry | PAD4 inh | PREPL inh | LYPLA2 inh | LYPLA1 inh
16 | 3 | 8 | 6 | 1
17 | -1 | 5 | 7 | 2
18 | -3 | 11 | 1 | -1
19 | 1 | -5 | 8 | 0
20 | 0 | 1 | 0 | -6
21 | -1 | 1 | 2 | 1
22 | -5 | -7 | -2 | -2
23 | -4 | 18 | -4 | 1
24 | 1 | -2 | -2 | -2
25 | -1 | 5 | -4 | 1
26 | 3 | 4 | 5 | 2
27 | -5 | 7 | -3 | 2
28 | -1 | 3 | -1 | -2
29 | -4 | 1 | -4 | -6

10 entries from above, with two lines to a compound.
Fields: PAFAH1B2 FP inh | PAFAH1B3 FP inh | PME-1 inh | GSTO1 inh | pPAFAH inh | PAD4 inh | PREPL inh | LYPLA2 inh | LYPLA1 inh
(16) COc1ccc(/C=N/N2CCN(C3c4ccccc4-c4ccccc43)CC2)cc1O
    6 | 3 | 13 | 5 | 8 | 3 | 8 | 6 | 1
(17) Cc1cc(OCC(=O)OCC(=O)NCc2ccco2)ccc1Cl
    4 | 3 | 2 | 4 | 11 | -1 | 5 | 7 | 2
(18) COc1ccc2[nH]c(=O)c(CN(Cc3ccccc3OC)Cc3nnnn3CC3CCCO3)cc2c1 (configuration not stated)
    6 | 4 | 2 | 9 | 9 | -3 | 11 | 1 | -1
(19) CCOc1ccc(OCC)c(NC(=O)CSc2nc3cccnc3n2C)c1
    -3 | 7 | -1 | 3 | 3 | 1 | -5 | 8 | 0
(20) Cc1ccc(NC(=O)c2sc(Cl)nc2-c2ccccc2)cc1C
    3 | -1 | -13 | 15 | -2 | 0 | 1 | 0 | -6
(21) COc1ccc(-c2nc(CN3CCN(Cc4ccccc4)CC3)c(C)o2)cc1
    2 | 4 | 1 | 6 | 7 | -1 | 1 | 2 | 1
(22) Cc1noc(C)c1CN(C(=S)NC1CC1)c1ccccc1
    0 | -6 | 0 | -2 | 0 | -5 | -7 | -2 | -2
(23) COc1ccccc1NC(=O)C(C)OC(=O)CCCOc1ccccc1 (configuration not stated)
    3 | 3 | -5 | -5 | 7 | -4 | 18 | -4 | 1
(24) Cc1ccc(C)c(-n2c(SCC(=O)Nc3nnc(C)s3)nnc2-c2ccoc2C)c1
    8 | 6 | 4 | 1 | 0 | 1 | -2 | -2 | -2
(25) Cc1cccc(C)c1Nc1nnc(SC(C)C(=O)Nc2c(C)n(C)n(-c3ccccc3)c2=O)s1 (configuration not stated)
    3 | -2 | 2 | 9 | 4 | -1 | 5 | -4 | 1
